Luc counter: Kinase-Glo luciferase inhibition (counter-screen). 200,000 tested, 0.28% active. Kinase-Glo luciferase, ATP luminescence, 8 min. AID 1379. Potency, µM (series often up to 38.3 µM), inactives show at the highest dose activity change, negative = inhibition, usual class: inhibitors. Q27757; note: potency is the fitted concentration of half-maximal effect; % is set by controls: 0 for no effect and ±100 for the full control effect; nearly all actives have a fitted effect of over 60% in size
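Compounds were added to a substrate mix at pH 7.2 (50 mM imidazole, 10 uM ATP, within the enzyme's linear range), followed by Kinase-Glo detection reagent; luminescence was measured after 8 minutes at ambient temperature.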
HTT ATP protect: Huntington cell model cytoprotection by ATP luminescence | PC12 HTT-Q103 induced, cytoprotection, ATP luminescence, 40 h | Potency, µM (series often up to 56.4 µM), inactives show cytoprotection (ATP increase), hits mostly activators | 230,000 tested, 0.14% active;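 note: potency is the fitted concentration of half-maximal effect; % of control where 0% means no effect; nearly all actives have a fitted effect of over 45% in size; toxic huntingtin expression switched on by the ecdysone agonist tebufenozide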
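Huntington model: PC12 line, ecdysone-inducible HTTQ103 exon1–GFP, tebufenozide 100 nM. Test articles in a dose series. Endpoint luminescence from cellular ATP.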
LMNA splice mod: changes lamin A minigene splicing in HeLa cells | HeLa LMNA splicing GFP/RFP minigene ratio, 48 h | Potency, µM (series often up to 46.1 µM), without a hit: at the highest dose ratio change, negative = inhibition, most hits filed as inhibitors | 200,000 tested, 0.01% active | AID 1487; active = well fitted inhibition curve with a large enough effect in the signal ratio, with a control signal flat, not every such curve was filed as active; inconclusive = small, poorly fitted or top-dose-only effect, or effect the other way, or a change in a side signal; the % refers to the signal ratio; note: potency is the fitted concentration of half-maximal effect; % is set by controls: 0 for no effect and ±100 for the full control effect
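S3 HeLa cells stably expressing lamin A-EGFP splicing minigene plus DsRed2, 600 cells/well, 48 h compound exposure at 37C. Laser-scanning cytometry; analysed as GFP (500-530 nm)/RFP (575-640 nm) total intensity ratio; 0.5% DMSO vehicle.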
CBFb RUNX1 block: CBF-beta/RUNX1 interaction disruption; 230,000 tested, under 10 active; AlphaScreen CBFb-His/RUNX1-biotin binding, biochemical; AID 1477; Potency, µM (series often up to 59.8 µM), without a hit: top-dose activity, negative = inhibition, actives largely listed as inhibitors; Q01196+Q13951; note: % of control where 0% means no effect
Target sequence (Q01196 whole entry, looked up): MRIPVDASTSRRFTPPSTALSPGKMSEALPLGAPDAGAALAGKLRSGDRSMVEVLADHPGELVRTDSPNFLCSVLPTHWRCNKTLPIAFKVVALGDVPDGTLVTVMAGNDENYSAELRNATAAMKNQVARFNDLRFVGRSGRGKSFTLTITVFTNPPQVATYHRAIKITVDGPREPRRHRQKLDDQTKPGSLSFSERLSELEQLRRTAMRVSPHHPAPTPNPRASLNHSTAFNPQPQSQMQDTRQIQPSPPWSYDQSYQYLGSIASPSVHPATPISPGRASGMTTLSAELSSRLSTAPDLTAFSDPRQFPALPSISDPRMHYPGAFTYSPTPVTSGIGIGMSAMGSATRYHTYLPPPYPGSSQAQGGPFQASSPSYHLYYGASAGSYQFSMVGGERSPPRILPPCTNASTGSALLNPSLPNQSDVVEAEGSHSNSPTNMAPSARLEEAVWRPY
Target sequence (Q13951 whole entry, looked up): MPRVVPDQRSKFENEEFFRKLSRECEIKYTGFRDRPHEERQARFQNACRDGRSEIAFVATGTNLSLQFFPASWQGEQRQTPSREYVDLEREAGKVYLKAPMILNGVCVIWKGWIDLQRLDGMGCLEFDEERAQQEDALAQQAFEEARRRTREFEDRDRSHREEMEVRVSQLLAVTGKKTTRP
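Room-temperature protein-protein interaction test with 30 nM each of His-tagged CBF-beta and biotinylated RUNX1, 15 min with compound, then 90 min with nickel plus streptavidin beads. Signal read in AlphaScreen mode.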
HttQ103 aggreg: inhibitors of mutant huntingtin aggregate formation in PC12 cells | 220,000 tested, 1.1% active | Potency, µM (doses to about 46.1 µM), for the others: at the top dose activity change, negative = inhibition, most hits filed as inhibitors | PC12 HttQ103-GFP aggregates, Acumen cytometry, 40 h; note: potency is the fitted concentration of half-maximal effect; % is set by controls: 0 for no effect and ±100 for the full control effect; nearly all actives have a fitted effect of over 60% in size
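Aggregate formation scored by laser-scanning cytometer (488 excitation, 500–530 emission) in lysed PC12 cells expressing Q103-GFP after 100 nM tebufenozide induction; library tested in dose series, with ATPLite reagent added in the multiplex.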
IMPase Li inh: IMPase inhibition in cells with lithium potentiation; CHO-M1 cells, IP1 TR-FRET (IP-One), carbachol + lithium; Potency, µM (series often up to 59.4 µM), for the others: top-dose activity, negative = IMPase inhibition, most hits filed as inhibitors; 210,000 tested, 0.35% active;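 note: IP1 builds up when IMPase is blocked and the TR-FRET signal falls; potency is the fitted concentration of half-maximal effect; plate controls were basal vehicle for no effect and high inhibitor control for full effect; nearly all actives have a fitted effect of over 50% in size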
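CHO cells stably expressing M1 receptor (2000/well, cultured 16–30 h) treated 30 min at 37C with compound plus low lithium. Cytosolic IP1 by TR-FRET (665/620 ratio and 620 channel) after 10 min lysis; AC50 by Hill fit.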
SMN2 splice up: increases expression of the SMN2 splice variant | 210,000 tested, 2.8% active | HEK293 SMN2-luciferase splicing reporter, luminescence, 30-36 h | Potency, µM (highest dose often 46.1 µM), inactives show at the highest dose activity change, positive = activation, usual class: activators; note: potency is the fitted concentration of half-maximal effect; % of control where 0% means no effect; nearly all actives have a fitted effect of over 55% in size
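qHTS luciferase splicing reporter: luminescence rises when SMN2 exon 7 is included in transfected HEK293 cells. Compound exposure lasted 30-36 h at 37C, with 4.5 mM final sodium butyrate as control, followed by a ONE-Glo read.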
The depositor's hits bear a star; u = inconclusive; x = not tested or not shown; & = joins results of further samples; [ ] = another dose, or the depositor's remark. Unless noted, calls come from the whole dose curve; as a rule, active = well fitted curve in the direction sought with a large enough effect; inconclusive = small, poorly fitted or top-dose-only effect, or another doubt; inactive = no such curve, though single readings can be large; an effect the other way counts as inactive or inconclusive.

#1 CN(C(=O)c1ccncc1)C1CCS(=O)(=O)C1 (centres undefined)
#2 O=C(CSc1nnnn1-c1ccc(F)cc1)Nc1ccc(N2CCOCC2)c(Cl)c1
#3 Cc1nn(CC(O)COc2ccc3c(c2)CCC3)c(C)c1C (centres undefined)
#4 CCOc1cccc(-c2nnc(SCC(=O)Nc3cc(OC)cc(OC)c3)n2N)c1
#5 COc1ccc(NC(=O)N2CCCC3(CCN(C(=O)c4ccncc4)CC3)C2)cc1
#6 CC(C)(C)[C@H]1C=C(C(=O)N2CCN(Cc3ccccc3)CC2)O[C@@H](OCCCCO)C1
assay / compound	1	2	3	4	5	6
Luc counter	-3%	-4%	0%	-3%	2%	x
HTT ATP protect	-3%	-18%	10%	18%	-2%	16%[10 µM]
LMNA splice mod	0%	-6%	-13%	7%	x	x
CBFb RUNX1 block	-9%	-4%	7%	-5%	x	14%
HttQ103 aggreg	-9%	-1%	-18%	1%	x	-4%[9.22 µM]
IMPase Li inh	-13%[38.3 µM]	3%[38.3 µM]	8%[38.3 µM]	25µM*	32%	1%
SMN2 splice up	-3%	-15%	-2%	-9%	-21%	x

#7 CCn1nc(C)c(NC(=O)/C=C/c2ccc(OC)c(COc3ccc(Cl)cc3Br)c2)c1C
#8 CN(Cc1ccccc1)Cc1nc2c([nH]1)c(=O)[nH]c(=O)n2C
#9 Cc1ccc(-c2cc(C(=O)Nc3c(C#N)cnn3C)no2)cc1
#10 NC(=O)C1CCN(C2CC(=O)N(Cc3cccs3)C2=O)CC1 (centres undefined)
#11 COc1ccc(CCN(C)C(=O)c2ccc(S(=O)(=O)NCc3ccco3)cc2)cc1OC
#12 C/C(=N\NC(=O)c1ccc([N+](=O)[O-])cc1)c1cc2ccccc2oc1=O
assay / compound	7	8	9	10	11	12
Luc counter	4%	-2%	4%	-1%	-2%	0%
HTT ATP protect	5%[10 µM]	37%	-58%[inhibitor]	-10%	10%[10 µM]	10%[10 µM]
LMNA splice mod	-1%	5%	12%	7%	u	u
CBFb RUNX1 block	0%	2%	-4%	5%	u	-7%
HttQ103 aggreg	u	-11%	-11%	-11%	-10%	u
IMPase Li inh	20%	10%[38.3 µM]	25%[38.3 µM]	15%[38.3 µM]	20%	2%
SMN2 splice up	-20%	-9%	u	-25%	u	-1%

#13 COc1ccc(/C=C2\C(=O)N(Cc3ccc(F)cc3)CC(=O)N2Cc2ccccc2)cc1
#14 CC(=O)Nc1ccc(Sc2ccccc2C(=O)N2CCCC2)cn1
#15 O=C1C=Cc2ccccc2/C1=C/c1[nH]c(=O)[nH]c1O
#16 S=c1[nH]nc(-c2cc(-c3ccco3)[nH]n2)n1-c1ccccc1Cl
#17 Cc1cc(C)c2oc(-c3cccc(NC(=O)c4ccc(F)cc4)c3)nc2c1
#18 Cc1cc2occ(CC(=O)NC3CCCc4ccccc43)c2cc1C (centres undefined)
assay / compound	13	14	15	16	17	18
Luc counter	2%	-5%	x	-4%	-2%	1%
HTT ATP protect	-11%[10 µM]	-2%[10 µM]	10%[10 µM]	3%	-17%	4%[10 µM]
LMNA splice mod	u	8%[46 µM]	x	0%	6%	-19%
CBFb RUNX1 block	3%	u	-3%	x	-1%	-1%
HttQ103 aggreg	u	11%	-14%[9.22 µM]	14%	-8%	17%
IMPase Li inh	9%	5%	x	-13%[38.3 µM]	-1%[38.3 µM]	10%
SMN2 splice up	-27%	14%	x	-10%	-26%	-12%

#19 CC(C)CNS(=O)(=O)c1ccc(CCC(=O)N2CCCC2)cc1
#20 Cc1cccc(CCNc2nc3ccccc3n3nnnc23)c1
#21 O=c1c(Cc2ccc(F)cc2)c(O)ccn1Cc1ccc(Cl)cc1Cl
#22 CC1(C)CC(=O)CC2(C1)NCC(c1ccccc1)c1c2[nH]c2ccccc12 (centres undefined)
#23 COc1ccc(C(O)c2nccn2C)cc1 (centres undefined)
#24 Nc1cccnc1Oc1ccc(F)cc1
assay / compound	19	20	21	22	23	24
Luc counter	u	0%	3%	1%	22%	x
HTT ATP protect	-15%	-43%[inhibitor]	24%[10 µM]	x	5%	15%[10 µM]
LMNA splice mod	x	4%	u	x	9%	x
CBFb RUNX1 block	5%	-1%	20%	2%	2%	7%
HttQ103 aggreg	22%	-5%	-4%	u	-2%	-3%[9.22 µM]
IMPase Li inh	4%	u	45%[activator][38.3 µM]	13%	18%[38.3 µM]	x
SMN2 splice up	x	-2%	-57%[inhibitor]	-21%	4%	x

#25 CCC(C)NC(=O)c1ccccc1NC(=O)C1COc2ccccc2O1 (centres undefined)
#26 CCN(CCC(=O)Nc1cc(OC)cc(OC)c1)Cc1ccccc1
#27 O=C(O)[C@H]1CCCC[C@H]1C(=O)Nc1cc([N+](=O)[O-])ccc1F
#28 Nc1nc2c(nc(Br)n2[C@@H]2O[C@H]3COP(=O)(O)O[C@H]3[C@@H]2O)c(=O)[nH]1
#29 CCC(C(=O)NC1CCCCC1)n1c(SCc2cccc(C)c2)nc2ccncc21 (centres undefined)
#30 Cc1cccc(NC(=S)NC(=O)CCc2ccccc2)c1
assay / compound	25	26	27	28	29	30
Luc counter	-2%	0%	3%	3%	-1%	1%
HTT ATP protect	-12%[10 µM]	-3%	-16%[10 µM]	13%	x	0%
LMNA splice mod	x	-3%	3%	x	u	5%
CBFb RUNX1 block	0%	-8%	-1%	6%[21.7 µM]	-6%[2.36 µM]	11%
HttQ103 aggreg	21%[9.22 µM]	-4%	17%	x	-10%	24%
IMPase Li inh	u	8%[38.3 µM]	4%	14%	15%	-5%[38.3 µM]
SMN2 splice up	x	6%	10%	x	1%&-6%	10%

Among those listed so far, these contain a furan ring, fused or not:
#11 COc1ccc(CCN(C)C(=O)c2ccc(S(=O)(=O)NCc3ccco3)cc2)cc1OC
#16 S=c1[nH]nc(-c2cc(-c3ccco3)[nH]n2)n1-c1ccccc1Cl
#18 Cc1cc2occ(CC(=O)NC3CCCc4ccccc43)c2cc1C (centres undefined)
assay / compound	11	16	18
Luc counter	-2%	-4%	1%
HTT ATP protect	10%[10 µM]	3%	4%[10 µM]
LMNA splice mod	u	0%	-19%
CBFb RUNX1 block	u	x	-1%
HttQ103 aggreg	-10%	14%	17%
IMPase Li inh	20%	-13%[38.3 µM]	10%
SMN2 splice up	u	-10%	-12%

Further compounds:
#31 Cc1ccc(N2C(=O)CSC23C(=O)Nc2ccccc23)cc1 (centres undefined)
#32 CC(C)(C)C(=O)Nc1cc2nn(-c3ccccc3)nc2cc1Cl
#33 COc1ccc(CCNC(=O)c2ccc3nc(-c4ccco4)c(-c4ccco4)nc3c2)cc1OC
#34 O=C(O)/C=C/C(=O)NNC(=O)c1ccccc1Br
#35 CCc1nnc(N2C(=O)c3cccc4cccc(c34)C2=O)s1
#36 Cc1cc(Br)ccc1OCCn1ccnc1
assay / compound	31	32	33	34	35	36
Luc counter	-1%	-3%	-1%	1%	-1%	1%
HTT ATP protect	5%	-114%[inhibitor]	3%[10 µM]	-24%	-2%	2%[10 µM]
LMNA splice mod	-15%	-1%	11%	2%[0.0737 µM]	-10%	1%
CBFb RUNX1 block	2%	20%	x	-4%	-1%	2%
HttQ103 aggreg	-12%	11%	u	5%	5%	-3%
IMPase Li inh	36%[activator][38.3 µM]	23%[38.3 µM]	28%[38.3 µM]	0%[38.3 µM]	24%[38.3 µM]	11%
SMN2 splice up	13%	-95%[inhibitor]	-20%	-2%	3%	14%

#37 Cc1cc(C)cc(N(C(=O)c2cc3ccccc3oc2=O)C2C=CS(=O)(=O)C2)c1 (centres undefined)
#38 Cc1ccccc1NC(=O)CN1C(=O)S/C(=C\c2cccn2-c2cccc(C(=O)O)c2)C1=O
#39 CCOc1ccccc1NC(=O)CCC(=O)Nc1ccccc1OCC
#40 O=C(c1ccc(Cl)c(S(=O)(=O)NCc2ccco2)c1)N1CCN(c2ccc(F)cc2)CC1
#41 COc1cccc(/C=C/C(=O)OCC(=O)Nc2cccc(S(=O)(=O)N3CCOCC3)c2)c1OC
#42 O=C(CSc1nnc(CNc2ccc(F)cc2)o1)c1ccccc1
assay / compound	37	38	39	40	41	42
Luc counter	0%	1%	-4%	-2%	3%	-4%
HTT ATP protect	34%[10 µM]	0%	7%	2%	-12%[10 µM]	13%[10 µM]
LMNA splice mod	u	5%	-2%	u	u	u
CBFb RUNX1 block	2%	-8%	1%	-2%	1%	1%
HttQ103 aggreg	0%	13%	-24%	2%	27%	14%[9.22 µM]
IMPase Li inh	-3%	-4%[38.3 µM]	15%[38.3 µM]	-2%[38.3 µM]	20%	6%
SMN2 splice up	-11%	x	5%	-27%	16%	x

#43 COc1cc(OC)cc(C(=O)NC(=S)NCCc2ccccc2)c1
#44 CC(=O)NC1C(OCCOc2ccc(Cl)cc2Cl)OC(COC(C)=O)C(OC(C)=O)C1OC(C)=O (centres undefined)
#45 CN(C)c1ncc2ncc(=O)n(C3CC3)c2n1
#46 Cc1cc(C)c2[nH]c(C(=O)Nc3ccc4c(c3)OCO4)cc2c1
#47 COC(=O)CCC(=O)Nc1cccc(Br)c1
#48 COc1cc(SC)ccc1C(=O)N1CCN(c2ccccc2F)CC1
#49 Cc1nc(SCC(=O)NC2CCCC2)[nH]c(=O)c1Cc1ccccc1
#50 Cc1cc(C=NCCCO)c(C)n1-c1cc(Cl)ccc1Cl
#51 COC(=O)c1ccc(C(=O)OC)c(NC(=S)N2CCC(C(N)=O)CC2)c1
assay / compound	43	44	45	46	47	48	49	50	51
Luc counter	-12%	-9%	x	x	6%	2%	-1%	1%	2%
HTT ATP protect	-44%[inhibitor]	-12%	-46%[inhibitor]	19%[10 µM]	1%[10 µM]	x	-8%	-8%	-9%
LMNA splice mod	3%	1%	-4%	x	1%	8%[46 µM]	6%	u	14%[46 µM]
CBFb RUNX1 block	-20%	4%	x	-8%	8%	7%	-2%	-7%	0%
HttQ103 aggreg	-17%	-5%	x	9%[9.22 µM]	23%	x	-9%	-12%	5%[9.22 µM]
IMPase Li inh	30%[activator][38.3 µM]	3%[38.3 µM]	2%	x	-5%	11%	34%[38.3 µM]	2%	2%
SMN2 splice up	7%	-5%	x	x	-6%	-2%	-14%	-19%	-12%

High-throughput results deposited in PubChem BioAssay by National Center for Advancing Translational Sciences (NCATS).
